Growth percent in the NCI-60 one-dose screen (48 h, 10 µM unless noted): 100 = growth as untreated, 0 = no growth, -100 = all killed.
T-47D – T-47D breast cancer; 79,000 compounds, 5% hits; AID 1794792
BT-549 – BT-549 breast cancer | 78,000 compounds, 4.4% hits
MDA-MB-468 – MDA-MB-468 breast cancer. 78,000 compounds, 8.5% hits
SK-MEL-28 – SK-MEL-28 melanoma | 81,000 compounds, 4.1% hits | AID 1794761
MCF7 – MCF7 breast cancer | AID 1794796 | 82,000 compounds, 6.3% hits
MDA-MB-231 – MDA-MB-231 breast cancer; 81,000 compounds, 5% hits; AID 1794789
LOX IMVI – LOX IMVI melanoma. 79,000 compounds, 7.4% hits
HS 578T – HS 578T breast cancer. 78,000 compounds, 4.1% hits. AID 1794788
* hit, by the source's call; [ ] = another dose, or the depositor's remark. How the source made its calls: active means growth percent below 10; inactive means the rest.

Results for O=C(N/N=C\c1ccc([N+](=O)[O-])cc1)c1ccc2nc(-c3ccc([N+](=O)[O-])cc3)[nH]c2c1 ?
T-47D: 52; BT-549: 115; MDA-MB-468: 87; SK-MEL-28: 105; MCF7: 60; MDA-MB-231: 90; LOX IMVI: 97; HS 578T: 90

Results for Cc1ccc2nc(CC(O)(c3ccccc3)c3ccccc3)ccc2c1 ?
T-47D: 69; BT-549: 99; MDA-MB-468: 102; SK-MEL-28: 110; MCF7: 100; MDA-MB-231: 90; LOX IMVI: 82; HS 578T: 94

How did O=C(O)c1ccc(-c2nn(-c3ccc(C(=O)O)cc3)cc2/C=N/NC(=O)c2ccccc2)cc1 do in these assays?
T-47D: 98; BT-549: 107; MDA-MB-468: 96; SK-MEL-28: 101; MCF7: 97; MDA-MB-231: 96; LOX IMVI: 97; HS 578T: 105

What do the screens show for `CC(C)C[C@H](NC(=O)[C@H](C)n1ccc2ncccc2c1=O)B(O)O`?
T-47D: 87; BT-549: 85; SK-MEL-28: 108; MCF7: 93; MDA-MB-231: 114; LOX IMVI: 99; HS 578T: 99

How did COc1ccc(-c2[nH]ncc2-c2cc(OC)c(OC)c(OC)c2)cc1 do in these assays?
T-47D: 58; BT-549: -6.7*; MDA-MB-468: -4.9*; SK-MEL-28: 37; MCF7: 6.6*; MDA-MB-231: 4.4*; LOX IMVI: 28; HS 578T: 16

What do the screens show for `Cc1nc2c(cnn2-c2ccccc2)c(=O)n1-c1ccc(N)cc1`?
T-47D: 35; BT-549: 69; MDA-MB-468: 38; SK-MEL-28: 103; MCF7: 62; LOX IMVI: 82; HS 578T: 79

Results for COc1ccc(NC(=O)CSc2nnc(-c3ccc4nc(-c5ccc(OC)cc5)[nH]c4c3)o2)cc1 ?
T-47D: 83; BT-549: 109; MDA-MB-468: 104; SK-MEL-28: 102; MCF7: 79; MDA-MB-231: 107; LOX IMVI: 112; HS 578T: 93

Results for CCOC(=O)CSC(SCC(=O)OCC)=C(C#N)NS(=O)(=O)c1ccc(Cl)cc1 ?
T-47D: 71; BT-549: 91; MDA-MB-468: 84; SK-MEL-28: 112; MCF7: 91; MDA-MB-231: 82; LOX IMVI: 93; HS 578T: 84

Results for S=C(S)NNc1ccccc1 ?
T-47D: 77; BT-549: 102; MDA-MB-468: 119; SK-MEL-28: 99; MCF7: 86; MDA-MB-231: 108; LOX IMVI: 90; HS 578T: 101

Results for O=C1NC(=Nc2ccc(S(=O)(=O)Nc3ccccn3)cc2)S/C1=C\c1coc2ccccc2c1=O ?
T-47D: 103; BT-549: 105; MDA-MB-468: 105; SK-MEL-28: 109; MCF7: 98; MDA-MB-231: 102; HS 578T: 86

How did CN1C(C)(C)CC(O)(C(=O)O)CC1(C)C do in these assays?
T-47D: 101; BT-549: 98; MDA-MB-468: 97; SK-MEL-28: 104; MCF7: 100; MDA-MB-231: 102; LOX IMVI: 98; HS 578T: 107

Results for COc1ccccc1NCS(=O)(=O)O ?
T-47D: 79; SK-MEL-28: 116; MCF7: 95; MDA-MB-231: 100; LOX IMVI: 95

Sorted by number of heavy atoms (rising): part of the list above.
Results for S=C(S)NNc1ccccc1 ?
T-47D: 77; BT-549: 102; MDA-MB-468: 119; SK-MEL-28: 99; MCF7: 86; MDA-MB-231: 108; LOX IMVI: 90; HS 578T: 101

Results for COc1ccccc1NCS(=O)(=O)O ?
T-47D: 79; SK-MEL-28: 116; MCF7: 95; MDA-MB-231: 100; LOX IMVI: 95

How did CN1C(C)(C)CC(O)(C(=O)O)CC1(C)C do in these assays?
T-47D: 101; BT-549: 98; MDA-MB-468: 97; SK-MEL-28: 104; MCF7: 100; MDA-MB-231: 102; LOX IMVI: 98; HS 578T: 107

What do the screens show for `CC(C)C[C@H](NC(=O)[C@H](C)n1ccc2ncccc2c1=O)B(O)O`?
T-47D: 87; BT-549: 85; SK-MEL-28: 108; MCF7: 93; MDA-MB-231: 114; LOX IMVI: 99; HS 578T: 99

How did COc1ccc(-c2[nH]ncc2-c2cc(OC)c(OC)c(OC)c2)cc1 do in these assays?
T-47D: 58; BT-549: -6.7*; MDA-MB-468: -4.9*; SK-MEL-28: 37; MCF7: 6.6*; MDA-MB-231: 4.4*; LOX IMVI: 28; HS 578T: 16

Results for O=C(N/N=C\c1ccc([N+](=O)[O-])cc1)c1ccc2nc(-c3ccc([N+](=O)[O-])cc3)[nH]c2c1 ?
T-47D: 52; BT-549: 115; MDA-MB-468: 87; SK-MEL-28: 105; MCF7: 60; MDA-MB-231: 90; LOX IMVI: 97; HS 578T: 90

Results for COc1ccc(NC(=O)CSc2nnc(-c3ccc4nc(-c5ccc(OC)cc5)[nH]c4c3)o2)cc1 ?
T-47D: 83; BT-549: 109; MDA-MB-468: 104; SK-MEL-28: 102; MCF7: 79; MDA-MB-231: 107; LOX IMVI: 112; HS 578T: 93

Continued.
How did Cc1ccc(/C=C/C2=NN(c3ccc(-c4ccccc4)nn3)C(c3ccc(C)o3)C2)o1 (stereo not drawn) do in these assays?
T-47D: 64; BT-549: 88; MDA-MB-468: 94; SK-MEL-28: 99; MCF7: 57; MDA-MB-231: 81; LOX IMVI: 77; HS 578T: 82

Results for COc1ccc(/C=C/C(=O)c2cccc(NS(C)(=O)=O)c2)cc1 ?
T-47D: 71; BT-549: 105; MDA-MB-468: 47; SK-MEL-28: 110; MCF7: 50; MDA-MB-231: 80; LOX IMVI: 75; HS 578T: 83

Results for O=C(COc1ccc(/C=C2\Oc3ccc4ccccc4c3C2=O)cc1)c1ccc([N+](=O)[O-])cc1 ?
T-47D: 73; BT-549: 9.9*; SK-MEL-28: 106; MCF7: 16; MDA-MB-231: 95; LOX IMVI: 36; HS 578T: 105

How did Fc1ccc(-n2cc(COc3ncnc4c3cnn4-c3ccccc3)nn2)cc1 do in these assays?
BT-549: 104; MDA-MB-468: 93; SK-MEL-28: 105; MCF7: 102; MDA-MB-231: 110; LOX IMVI: 98; HS 578T: 104

Results for c1ccc(-c2cc3ccccc3[nH]2)cc1 ?
T-47D: 73; BT-549: 104; MDA-MB-468: 102; SK-MEL-28: 109; MCF7: 92; MDA-MB-231: 86; LOX IMVI: 94; HS 578T: 103

What do the screens show for `O=C(O)c1ccc(N=CC(=O)c2ccc(-c3ccccc3)cc2)cc1`?
T-47D: 100; BT-549: 103; MDA-MB-468: 84; SK-MEL-28: 101; MCF7: 98; MDA-MB-231: 101; LOX IMVI: 101; HS 578T: 89

How did CC(C)c1cc(C(=O)Nc2ccc(-c3nccs3)cc2)no1 do in these assays?
T-47D: 97; BT-549: 93; MDA-MB-468: 108; SK-MEL-28: 108; MCF7: 100; MDA-MB-231: 110; LOX IMVI: 99; HS 578T: 112

How did CC(C)C[C@@H](NC(=O)[C@@H](Cc1ccccc1)NC(=O)c1cnccn1)B1Oc2ccc(C[C@H](NC(=O)[C@H](Cc3ccc4c(c3)OB([C@@H](CC(C)C)NC(=O)[C@@H](Cc3ccccc3)NC(=O)c3cnccn3)O4)NC(=O)[C@@H](N)CC3CCC4OB([C@@H](CC(C)C)NC(=O)[C@@H](CC5CCCCC5)NC(=O)C5CNCCN5)OC4C3)C(=O)NCCCC[C@@H]3NC(=O)[C@@H](Cc4ccccc4)NC(=O)[C@H](CC(=O)O)NC(=O)CNC(=O)[C@H](CCCNC(=N)N)NC3=O)cc2O1 (stereo partly drawn) do in these assays?
T-47D: -58*; BT-549: -67*; MDA-MB-468: -41*; SK-MEL-28: -32*; MCF7: -44*; MDA-MB-231: -7.7*; LOX IMVI: -88*; HS 578T: 5.1*

How did CCN(CC)CCOc1ccc(/C(=C(\C)Cc2ccc(OC)cc2)c2ccc(OC(=O)NCc3ccccc3)cc2)cc1 do in these assays?
T-47D: 41; BT-549: 77; MDA-MB-468: 43; SK-MEL-28: 38; MCF7: 21; MDA-MB-231: 76; LOX IMVI: 37; HS 578T: 63

What do the screens show for `CCCSc1cc(Cl)nc(N)n1`?
T-47D: 91; BT-549: 106; MDA-MB-468: 100; SK-MEL-28: 118; MCF7: 106; MDA-MB-231: 123; LOX IMVI: 100; HS 578T: 106

Results for CSc1nccc(-c2c(-c3ccc(F)c(OCCc4ccc(F)cc4)c3)nc3sccn23)n1 ?
T-47D: 54; BT-549: 47; MDA-MB-468: 22; SK-MEL-28: 79; MCF7: 41; MDA-MB-231: 52; LOX IMVI: 39; HS 578T: 97

How did Cc1ccc2oc(=O)cc(Cn3cnn(-c4ccccc4)c3=O)c2c1 do in these assays?
BT-549: 93; MDA-MB-468: 98; SK-MEL-28: 103; MCF7: 90; MDA-MB-231: 93; HS 578T: 91

What do the screens show for `NS(=O)(=O)c1ccc(C(=O)N=Nc2c(O)[nH]c3c(Br)cccc23)cc1`?
T-47D: 92; BT-549: 92; MDA-MB-468: 104; SK-MEL-28: 110; MCF7: 88; MDA-MB-231: 99; LOX IMVI: 102; HS 578T: 106

How did Cc1nc2sccn2c1-c1nnc(SCc2ccccc2)o1 do in these assays?
T-47D: 75; BT-549: 119; MDA-MB-468: 52; SK-MEL-28: 95; MCF7: 74; MDA-MB-231: 99; LOX IMVI: 93; HS 578T: 107

Results for CCOC(=O)CCN(CC(=O)OCC)C(C)C ?
T-47D: 99; BT-549: 97; SK-MEL-28: 109; MCF7: 98; MDA-MB-231: 120; LOX IMVI: 102; HS 578T: 116

How did COc1ccc(-n2ncc3c2CCc2cc(S(=O)(=O)c4ccccc4)c(=O)[nH]c2-3)cc1 do in these assays?
T-47D: 93; BT-549: 110; MDA-MB-468: 110; SK-MEL-28: 103; MCF7: 98; MDA-MB-231: 102; LOX IMVI: 112; HS 578T: 110

Results for CCOC(=O)c1c(C(=O)c2cn(C)c3ccccc23)c(-c2cn(C)c3ccccc23)n(NC(=O)OC(C)(C)C)c1C ?
T-47D: 61[100 µM]; BT-549: 72[100 µM]; MDA-MB-468: 73[100 µM]; SK-MEL-28: 103[100 µM]; MCF7: 62[100 µM]; MDA-MB-231: 36[100 µM]; LOX IMVI: 72[100 µM]; HS 578T: 91[100 µM]

What do the screens show for `COc1ccc(Nc2ncccc2C(=O)Nc2nc3ccc(F)cc3s2)cc1`?
T-47D: 54; BT-549: 67; SK-MEL-28: 106; MCF7: 107; MDA-MB-231: 80; LOX IMVI: 88; HS 578T: 98

What do the screens show for `Cc1cc(Cc2cc(C)c(O)c(C)c2)cc(C)c1O`?
T-47D: 53; MDA-MB-468: -0.9*; SK-MEL-28: 70; MCF7: 23; MDA-MB-231: 60; LOX IMVI: 44; HS 578T: 34

How did CC(C)CCSc1nc(NC2CC2)c(C#N)c(-c2ccc(C(C)C)cc2)n1 do in these assays?
T-47D: 100; BT-549: 100; MDA-MB-468: 106; SK-MEL-28: 110; MCF7: 98; MDA-MB-231: 105; LOX IMVI: 100; HS 578T: 108

Results for Cc1cccc(NC(=O)Nc2cccc(-c3cc(=O)c4ccccc4o3)c2)c1 ?
T-47D: 53; BT-549: 95; MDA-MB-468: 75; SK-MEL-28: 101; MCF7: 83; MDA-MB-231: 98; LOX IMVI: 91; HS 578T: 96

How did OCCOCCN(Cc1ccccn1)Cc1cc(I)cc(I)c1O do in these assays?
T-47D: 94; BT-549: 82; MDA-MB-468: 88; SK-MEL-28: 95; MCF7: 76; MDA-MB-231: 96; LOX IMVI: 62; HS 578T: 109

Results for CCCCCc1ccccn1 ?
T-47D: 106; BT-549: 119; MDA-MB-468: 100; SK-MEL-28: 123; MCF7: 102; MDA-MB-231: 116; LOX IMVI: 93; HS 578T: 168

Results for Cc1ccc(-n2nc(C(=O)NCCCCCC(=O)NO)nc2-c2ccccc2)cc1 ?
BT-549: 102; MDA-MB-468: 111; SK-MEL-28: 106; MCF7: 100; MDA-MB-231: 101; LOX IMVI: 106; HS 578T: 85

Results for Cc1ccc(C2=NN(c3nc(-c4cc5ccccc5oc4=O)cs3)C(c3ccc(Cl)cc3)C2)cc1 (stereo not drawn) ?
T-47D: 60; BT-549: 110; MDA-MB-468: 103; SK-MEL-28: 111; MCF7: 82; MDA-MB-231: 76; LOX IMVI: 95; HS 578T: 74

Results for COc1cc(C(=O)/C=C/c2ccc3nc(-c4cc(F)cc(F)c4)sc3c2)cc(OC)c1OC ?
T-47D: 102; BT-549: 95; MDA-MB-468: 120; SK-MEL-28: 106; MCF7: 98; MDA-MB-231: 84; LOX IMVI: 95; HS 578T: 93

How did N#CC1=C(N)O[C@]23c4ccccc4C(=O)[C@]12N(NC(=O)c1cc2ccc1CCc1ccc(cc1)CC2)C(=S)N3c1cccnc1 do in these assays?
T-47D: 98; BT-549: 84; MDA-MB-468: 91; SK-MEL-28: 104; MCF7: 91; MDA-MB-231: 99; LOX IMVI: 89; HS 578T: 78

How did O=C(NNC(=O)c1ccncc1)C1=CN=C2Sc3cc(Cl)ccc3N2[C@H]1c1ccccn1 do in these assays?
T-47D: 28; BT-549: 74; MDA-MB-468: 12; MCF7: 61; MDA-MB-231: 86; LOX IMVI: 73; HS 578T: 73

Results for C/C=C(\Br)C(=O)N1CCCCC1 ?
T-47D: 97; BT-549: 104; MDA-MB-468: 93; SK-MEL-28: 103; MCF7: 94; MDA-MB-231: 122; LOX IMVI: 112; HS 578T: 101

How did CC1=Nc2nc(=N)nc3cccc(n23)N1 do in these assays?
BT-549: 109; MDA-MB-468: 108; SK-MEL-28: 110; MCF7: 96; LOX IMVI: 104; HS 578T: 90

From PubChem BioAssay
